Screening data: PubChem, National Center for Advancing Translational Sciences (NCATS)
Sm TGR block – inhibitors of Schistosoma mansoni thioredoxin glutathione reductase | Q962Y6 | purified TGR, DTNB reduction, TNB absorbance 405 nm | Potency, µM (titrated, usually from 114 µM), without a hit: top-dose activity change, negative = inhibition, most hits filed as inhibitors | hit rate 3% among 360,000 | AID 485364; active means well fitted inhibition curve with a large enough effect; inconclusive means small, poorly fitted or top-dose-only effect; inactive means no such curve, though single readings can be large or run the other way; further: nearly all actives have a fitted effect of over 60% in size
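First, TGR (20 nM dispensed) and NADPH were mixed with compound. Second, a 15 min room-temperature incubation followed. Third, further NADPH and then DTNB were added to start the reaction. Finally, TNB absorbance was monitored kinetically.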
* hit, by the source's call; ? = inconclusive; [ ] = remark or other dose. On the % scale 0 is the no-effect control and ±100 the full control effect; potency means the concentration at half of the fitted maximal effect.

SMILES	Sm TGR block
CSc1ccc(CCNC(=O)CCCn2c(=O)c3cccn3c3ccccc32)cc1	2.3%
Cc1cccc(-c2nc(CN3C(=O)CN=C(c4ccccc4)c4ccccc43)c(C)o2)c1	9.4%
CCc1nc2ccccc2n1CCCCOc1cccc(C)c1	5.3%
CC1CCCN(C(=O)c2cc3ccc4cccnc4c3[nH]2)C1 (stereo unspecified)	1.1%
O=C(Nc1ccc(S(=O)(=O)N2CCC(c3nc4ccccc4s3)CC2)cc1)c1ccc(F)cc1	6.7%
COc1cccc(C2CC(=O)N3CN(C4CCCCC4)CSC3=C2C#N)c1 (stereo unspecified)	2.51µM*
CCCS(=O)(=O)N1CCC(N2CCN(Cc3ccc(C)cc3)C(=O)C2=O)CC1	0.4%
CCc1ccccc1NC(=O)c1cc(S(=O)(=O)NC2CCCC2)ccc1F	4.5%
CSc1ccc(CCNC(=O)CN2C(=O)COc3ccc(S(=O)(=O)N4CCCC4)cc32)cc1	-7.9%
O=C(Nc1ccc(C(=O)N2CCCCC2)cc1)c1nsc2ccccc12	3.3%
Cc1oc2ncn(C)c(=O)c2c1C(=O)NCCCN1CCCC(C)C1 (stereo unspecified)	-0.3%
O=C(NCc1ccccc1)C(=O)NCC(c1ccco1)S(=O)(=O)c1ccccc1 (stereo unspecified)	?
Cc1cc(C)cc(-n2c(SCC(N)=O)nc3c(oc4ccccc43)c2=O)c1	-4.5%
COc1ccc(-c2nn3c(-c4ccccc4)nnc3c3ccccc23)cc1	14.1%
COc1ccc(NC(=O)N2CCN(S(=O)(=O)c3ccc4c(ccn4C)c3)CC2)cc1OC	-0.9%
COc1cc(OC)c(NC(=O)C2CCCN(c3ncnc4c3nc3n4CCCCC3)C2)cc1Cl (stereo unspecified)	0.7%
COc1ccc(CCC(=O)NCCc2csc(-c3ccc(Cl)cc3)n2)cc1	-5.6%
COc1cc(Cl)c(NC(=O)CCc2nc3cccnc3n2-c2ccccc2)c(OC)c1	-1.7%
Cc1cccc(C(=O)Nc2nnc(S(=O)(=O)N(C)c3ccccc3C)s2)c1	-19.9%
COc1ccc(NC(=O)c2c(NCc3sccc3C)sc3c2CCCC3)c(OC)c1	?

Shown with each value named: four of the compounds above.
CSc1ccc(CCNC(=O)CN2C(=O)COc3ccc(S(=O)(=O)N4CCCC4)cc32)cc1
  Sm TGR block: -7.9%

O=C(Nc1ccc(C(=O)N2CCCCC2)cc1)c1nsc2ccccc12
  Sm TGR block: 3.3%

Cc1oc2ncn(C)c(=O)c2c1C(=O)NCCCN1CCCC(C)C1 (stereo unspecified)
  Sm TGR block: -0.3%

O=C(NCc1ccccc1)C(=O)NCC(c1ccco1)S(=O)(=O)c1ccccc1 (stereo unspecified)
  Sm TGR block: ?

Returning to the listing with the six entries that preceded the break.
SMILES	Sm TGR block
COc1ccc(NC(=O)N2CCN(S(=O)(=O)c3ccc4c(ccn4C)c3)CC2)cc1OC	-0.9%
COc1cc(OC)c(NC(=O)C2CCCN(c3ncnc4c3nc3n4CCCCC3)C2)cc1Cl (stereo unspecified)	0.7%
COc1ccc(CCC(=O)NCCc2csc(-c3ccc(Cl)cc3)n2)cc1	-5.6%
COc1cc(Cl)c(NC(=O)CCc2nc3cccnc3n2-c2ccccc2)c(OC)c1	-1.7%
Cc1cccc(C(=O)Nc2nnc(S(=O)(=O)N(C)c3ccccc3C)s2)c1	-19.9%
COc1ccc(NC(=O)c2c(NCc3sccc3C)sc3c2CCCC3)c(OC)c1	?
CC(C)(C)c1ccc(C(=O)NCCc2csc(-c3ccc(Cl)cc3)n2)cc1	2.3%
CC(=O)N1c2c(cc(Br)cc2S(=O)(=O)NCc2ccccc2Cl)CC1C (stereo unspecified)	9.4%
CN(C)c1oc(-c2ccc(COc3ccccc3)o2)nc1C#N	1.4%
CC1=C(C(=O)OC2CCCC2)C(c2c(F)cccc2Cl)CC(=O)N1 (stereo unspecified)	-1.6%
Cc1ccc(-n2nc(C)c3nc(CCC(=O)Nc4cccc(F)c4)c(=O)n(C)c32)cc1	5.6%
CC(C)c1ccc(CN(Cc2ccco2)c2cnc(S(C)(=O)=O)nc2C(=O)Nc2ccccc2)cc1	-1.1%
CCOc1ccc2c(c1)c(=O)c(S(=O)(=O)c1ccc(C)cc1)cn2Cc1ccccc1Cl	0.4%
COCC(=O)N1c2nc(C(C)C)nn2C2(CCCCC2)[C@@H]2CCCC[C@@H]21	-0.4%
CCC(Oc1ccccc1)C(=O)Nc1ccccc1OCc1cc(=O)n2ccccc2n1 (stereo unspecified)	4.0%
CCOC(=O)c1c(NC(=O)COc2cccc(C)c2C)sc(C(C)=O)c1C	3.1%
COc1cc(C2CC(=O)c3c([nH]c(C(=O)OC4CCCC4)c3C)C2)cc(OC)c1OC (stereo unspecified)	-2.0%
O=C(c1nc(-c2ccc(Cl)cc2)n2c1CCCCC2)N1CCN(c2ccccc2)CC1	2.6%
CCc1ccc(NC(=O)c2ccc(-c3ccccc3)s2)cc1	17.2%
CC(=O)Nc1ccc(-n2c(CCC(=O)O)ccc2-c2ccc(Br)cc2)cc1	35.5µM*
CCN1Cc2cccc(C(=O)Nc3ccc(F)cc3)c2C1=O	-0.6%
COC(=O)CSc1nc2sc3c(c2c(=O)n1-c1ccccc1)C(C)CCC3 (stereo unspecified)	0.1%
O=c1c2oc3ccccc3c2n(Cc2cccc(Cl)c2)c(=O)n1Cc1ccc2c(c1)OCO2	0.5%
CCOc1ccc(CNC(=O)CCS(=O)(=O)c2cc3c4c(c2)CCN4C(=O)CC3)cc1	0.6%
Cc1ccc(C(C)C)c(OCC(O)CN2CCN(c3ccccc3F)CC2)c1 (stereo unspecified)	-0.2%
COC(=O)c1c(NC(=O)Cc2coc3cc(C)ccc23)sc2c1CCC2	-1.8%
COc1ccc(OCC(=O)Nc2ccc3c(c2)N(C)C(=O)c2ccccc2S3)cc1	3.4%
Cc1cccc(Cn2cccc2CNS(=O)(=O)c2ccc(C)c(C)c2)c1	-5.4%
COC(=O)c1ccccc1NC(=O)c1cc(CN2CCOCC2)on1	-0.6%
Cc1ccccc1C(=O)Nc1sc2c(c1C(=O)NCc1ccco1)CCC(C(C)(C)C)C2 (stereo unspecified)	-7.2%
CCOc1ccccc1NC(=O)c1c(NCc2cccs2)sc2c1CCC(C)C2 (stereo unspecified)	2.6%
Fc1ccc(-c2noc3ncnc(NCc4cccc(Cl)c4)c23)cc1	1.0%
Cc1cccc(NC(=O)CN2C(=O)CSc3ccc(S(=O)(=O)N4CCCC4)cc32)c1C	0.3%
COc1ccc(Nc2ncnc3scc(-c4ccc(F)cc4)c23)cc1	-0.8%
Cc1ccn2c(=O)c(NC(=O)c3cccc([N+](=O)[O-])c3C)c(C)nc2c1	1.0%
COc1ccccc1NC(=O)Cn1c(=O)n(-c2ccc(C)cc2)c(=O)c2c1cnn2C	8.6%
O=C(O)Cc1sc(Nc2ccc(C(=O)O)cc2)nc1-c1ccccc1	?
COc1ccc(CCNC(=O)CCc2cn(Cc3ccc(C)cc3)c3ccccc23)c(OC)c1OC	-0.2%
O=C(NCCc1csc(-c2cccc(F)c2)n1)C(=O)Nc1cc(F)ccc1F	2.1%
O=C(Nc1ccc(Cl)cc1)N1CCC(CN2CCCCCC2)CC1	?
CCc1ccc(C2CC(=O)Oc3c2c(=O)n(C)c2ccccc32)cc1 (stereo unspecified)	1.3%
Cc1cccc(C(=O)n2nc(-c3cccnc3)nc2NCc2ccc(F)cc2)c1	1.9%
O=C(Nc1ccc2oc(-c3ccc4ccccc4c3)nc2c1)c1ccc(Cl)c(Cl)c1	-0.3%
CCOC(=O)C1CCCN(C(=O)c2ccc(-n3ccc4ccccc43)s2)C1 (stereo unspecified)	9.6%
COc1cccc(C(=O)c2cn(CC(=O)Nc3cc(Cl)c(OC)cc3OC)c3nc(C)ccc3c2=O)c1	-0.3%
CCN(CC)CCCNC(=O)Cn1ncc2c3ccccc3n(Cc3ccccc3)c2c1=O	-1.5%
O=C(Nc1ccc(F)cc1)C1CCN(c2nc3ccccc3n3cccc23)CC1	0.5%
CCOc1ccc(-c2cn3nc(CC(C)C)sc3n2)cc1	-3.0%
COc1cc(OC)c(NC(=O)C2CCN(S(=O)(=O)c3c(C)noc3/C=C/c3c(C)cc(C)cc3C)CC2)cc1Cl	0.5%
Cc1c(NC(=O)Nc2ccc(Cl)c(Cl)c2)sc2nc3n(c(=O)c12)CCC(C)CC3 (stereo unspecified)	-2.3%
Cc1ccccc1CN1C(=O)c2ccccc2Sc2ccc(C(=O)N3CCOCC3)cc21	11.6%
CCCCNc1nc2c(c(=O)n(C)c(=O)n2C)n1CC(O)COc1ccccc1C (stereo unspecified)	6.0%
COc1ccccc1Cn1c(CNS(=O)(=O)c2ccc(CC(C)C)cc2)nc2cccnc21	4.5%
Cc1ccc(-n2c(SCc3nc(-c4ccccc4C)no3)nnc2-c2ccncc2)cc1C	9.1%
COc1ccccc1N1CCN(c2ncnc3c2c(-c2ccccc2)cn3-c2cccc(Cl)c2)CC1	0.1%
Cc1ccc(-c2cnc(C3CC3)o2)cc1S(=O)(=O)Nc1cccc(C#N)c1	1.0%
CC(C)Nc1ccc(-c2nc(-c3ccco3)no2)cc1[N+](=O)[O-]	2.4%
CCOc1ccc(NC(=O)CC2C(=O)N(c3ccccc3)C(=O)N2C2CCCC2)cc1 (stereo unspecified)	50.1µM*
O=C(NCc1cccs1)c1ccc2c(c1)N(Cc1cccc(F)c1)C(=O)c1ccccc1S2	5.5%
CC(=O)c1cccc(NC(=O)c2nc(-c3ccccc3)n(-c3cccc(Cl)c3)n2)c1	-3.2%
COc1ccc(OC)c(S(=O)(=O)N2CCC(n3c(C)nc4cccnc43)CC2)c1	6.0%
CSc1ncc(C(=O)NCc2ccc(F)cc2)c(-c2ccccc2)n1	-1.9%
Cc1ccc(Cl)cc1Nc1nn2c(=O)c3ccc(C(=O)N4CCCC(C)C4)cc3nc2s1 (stereo unspecified)	6.8%
COc1ccc(CC(=O)N2CC(=O)Nc3ccc(F)cc3C2c2ccccc2)cc1 (stereo unspecified)	2.4%
Cc1ccc(C)c(N2CCN(c3nc4ccccc4n4c(C)nnc34)CC2)c1	2.7%
N#C/C(=C/c1ccc(O)cc1)c1nc(-c2ccc(-c3ccccc3)cc2)cs1	-7.8%

Next structures:
SMILES	Sm TGR block
CC(C)(C)OC(=O)N1CCC(c2nnc(SCc3ccccc3F)o2)CC1	-0.7%
Cn1c(=O)n(C)c2cc(N3CCCCC3)c(NC(=O)c3ccc(Cl)cc3)cc21	0.1%
CCN(CC)C(=O)CN1C(=O)COc2ccc(S(=O)(=O)N3CCOCC3)cc21	9.6%
CCCCNC(=O)CC1Nc2cc(C)c(C)cc2NC1=O (stereo unspecified)	43.4%[activator]
CCCNC(=O)c1cc2nc(-c3ccc(Br)cc3)cc(C(F)(F)F)n2n1	-0.6%
O=C(Nc1nnc(N2CCCC2)s1)Nc1cc(F)ccc1F	0.2%
Cc1ccc(C(C)C)c(OCC(=O)Nc2cccc(-c3nc4ncccc4o3)c2)c1	4.5%
Cn1c(=O)c(=O)n(C)c2cc(N3CCCC3)c(NC(=O)c3ccccc3F)cc21	2.8%
C=C(C)Cn1c(=O)c2c(nc3n2CCN3c2cc(C)cc(C)c2)n(C)c1=O	3.0%
CCn1cc(C(=O)N(C)Cc2ccccc2)c(=O)c2cc(S(=O)(=O)N3CCCCCC3)ccc21	6.1%
CCCN1Cc2cccc(C(=O)Nc3ccccc3F)c2C1=O	1.8%
COc1ccc(NC(=O)c2sc3nc4c(cc3c2N)CN(Cc2ccccc2)CC4)cc1	1.8%
Cc1cccn2c(=O)cc(CSc3nnc(NC(=O)c4ccc(F)cc4)s3)nc12	3.9%
COc1cc(OC)c(NC(=O)Cc2ccc(-n3c(C)nc4cccnc43)cc2)cc1Cl	0.0%
COc1ccc(C2C=C(c3ccc(Cl)cc3)Nc3nc(NC(=O)CCC(=O)O)nn32)cc1 (stereo unspecified)	3.0%
CC1=Nc2cc(C(=O)NCCc3ccc(Cl)cc3)ccc2Sc2c(C)ccc(C)c21	-0.2%
CC(C)OCCCNC(=O)CSc1c2c(nc3ccc(Cl)cc13)CCCC2	-0.7%
COc1ccc(NC(=O)C2CCCN(C(=O)c3cnn(-c4ccc(F)cc4)c3-n3cccc3)C2)cc1 (stereo unspecified)	4.2%
CCSC1=NC2(CCN(C(=O)NC3CCCCC3)CC2)N=C1c1ccc(Cl)cc1	27.1%
COc1ccc(-c2cc(C(=O)Nc3ccn(Cc4ccc(C)cc4)n3)no2)cc1OC	6.5%
Cc1nc2nc[nH]n2c(=O)c1NS(=O)(=O)c1ccc(Br)cc1	2.7%
O=c1c(NCc2cccs2)nccn1-c1ccc(F)cc1	?
CC(C)c1ccc(Nc2c(-c3ccco3)nc3ccccn23)cc1	-35.7%
O=C1N(Cc2cccc(C(F)(F)F)c2)c2ccccc2S(=O)(=O)N1c1cccc(Cl)c1	6.3%
Cc1ccc(CSc2nc3cccnc3n2Cc2ccc(C(=O)NC3CC3)cc2)cc1	-0.1%
Cc1nn(-c2ccccc2)c(OC(=O)C(C)C)c1Sc1ccccc1	1.6%
CCOC(=O)c1c(S(=O)(=O)N2CCCC(C(=O)Nc3cccc(CC)c3)C2)c(C)n(CC)c1C (stereo unspecified)	-5.4%
Cc1ccc2onc(CC(=O)N3CCN(c4ccc(Cl)cc4)CC3)c2c1	-6.5%
CC(CNC(=O)c1ccc2nc(Cc3ccccc3)oc2c1)c1ccccc1 (stereo unspecified)	2.9%
CCC12CN3CC(CC)(CN(C1)C3c1ccccn1)C2=O (stereo unspecified)	0.8%
Cc1cccc(C)c1NC(=O)CSc1nc(-c2ccccc2)nc2c1Cc1c(CO)cnc(C)c1O2	-3.2%
CCOC(=O)c1c(S(=O)(=O)N2CCC(C(=O)Nc3cccc(C)n3)CC2)c(C)n(C)c1C	1.3%

Not all compounds are listed (hit frequency here may not be typical).
